TbMetRS inhib = blocks T. brucei methionyl-tRNA synthetase activity; AID 624268; hit rate 0.4% among 360,000; inhibition, % at 11.9 µM; purified T. brucei MetRS, ATP depletion, Kinase-Glo luminescence;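 active = inhibition above a per-plate cutoff of the control wells' mean inhibition plus 3 SD, cut at about 5.5% in these data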;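 also: 0% = DMSO wells median and 100% = median of wells with control inhibitor compound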
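System: purified T. brucei MetRS enzyme / Detection: Kinase-Glo luciferase luminescence reporting remaining unconsumed ATP / Medium: HEPES buffer with MgCl2, KCl, DTT, spermine, BSA, pyrophosphatase / Replication: singlicate, one well per compound / Evaluation: percent inhibition relative to median high and low control wells / Schedule: 2 h aminoacylation at 25 °C after 15 min preincubation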
CSN deneddyl inh = CSN deneddylation inhibition | Purified CSN, SCF-Nedd8-OG deneddylation, fluorescence polarization | inhibition, % at 12.5 µM | hit rate 0.38% among 360,000;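 active = pattern-corrected inhibition above about 35%, with an unprinted fluorescence ratio check between 0.5 and 1.5, limit read from the data, passing the limit was not always enough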;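 also: 0% = enzyme with substrate and 100% = substrate without enzyme; some results filed as inactive read as strong as hits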
Target sequence (Q92905 whole entry, looked up, one chain of several): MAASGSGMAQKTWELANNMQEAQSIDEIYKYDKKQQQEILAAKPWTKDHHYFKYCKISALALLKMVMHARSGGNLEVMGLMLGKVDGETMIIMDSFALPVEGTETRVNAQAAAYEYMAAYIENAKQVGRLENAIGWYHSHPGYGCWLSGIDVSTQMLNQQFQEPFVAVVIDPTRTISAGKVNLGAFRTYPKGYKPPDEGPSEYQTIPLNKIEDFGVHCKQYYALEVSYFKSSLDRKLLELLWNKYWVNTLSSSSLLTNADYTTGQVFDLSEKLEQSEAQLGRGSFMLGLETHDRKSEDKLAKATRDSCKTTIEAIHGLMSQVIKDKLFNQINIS
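Assay system: purified human Csn5 enzyme expressed in HEK293T cells; measure: % inhibition; also added: SCFSkp2-Nedd8OG substrate at 10 nM final; technique: fluorescence polarization; times: reaction 90 min, room temperature; medium: Tris buffer pH 7.5, NaCl, DTT, Tween-20, trehalose, ovalbumin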
MLLE-PAM2 inh = blocks PAM2 peptide binding to the PABP1 MLLE domain; GST-MLLE / FITC-PAM2 fluorescence polarization; hit rate 0.36% among 360,000; AID 588489; inhibition, % at 20 µM; in the data active = inhibition above about 35%, passing the limit was not always enough;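 also: plate controls were DMSO wells with GST-MLLE for no effect and wells lacking GST-MLLE protein for full effect; some results filed as inactive read as strong as hits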
Target sequence (P11940 whole entry, looked up, the tested form may be a part): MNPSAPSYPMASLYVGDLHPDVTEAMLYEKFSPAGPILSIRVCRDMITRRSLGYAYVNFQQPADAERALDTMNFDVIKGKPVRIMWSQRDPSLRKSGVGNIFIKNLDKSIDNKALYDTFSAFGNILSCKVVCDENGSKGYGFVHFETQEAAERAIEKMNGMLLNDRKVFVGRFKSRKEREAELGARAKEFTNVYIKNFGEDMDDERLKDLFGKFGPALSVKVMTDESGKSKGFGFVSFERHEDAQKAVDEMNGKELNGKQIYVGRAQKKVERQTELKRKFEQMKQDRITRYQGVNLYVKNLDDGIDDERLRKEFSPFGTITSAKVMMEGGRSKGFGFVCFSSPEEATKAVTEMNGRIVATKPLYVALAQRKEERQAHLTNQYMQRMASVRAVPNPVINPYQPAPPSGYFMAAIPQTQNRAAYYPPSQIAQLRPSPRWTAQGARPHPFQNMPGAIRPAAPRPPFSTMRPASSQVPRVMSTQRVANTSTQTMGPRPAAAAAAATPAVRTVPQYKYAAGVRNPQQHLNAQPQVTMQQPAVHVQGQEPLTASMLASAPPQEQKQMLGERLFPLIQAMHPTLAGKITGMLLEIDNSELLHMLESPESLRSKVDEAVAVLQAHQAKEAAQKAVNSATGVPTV
eLon inh = E. coli protease La inhibition; P0A9M0; purified E. coli Lon protease, fluorescence polarization; inhibition, % at 7.94 µM; hit rate 0.42% among 360,000; AID 602123; in the data active = inhibition above about 13%, passing the limit was not always enough;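 also: 0% = enzyme with probe and DMSO and 100% = no enzyme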
MsrA inhibitor = bovine MsrA inhibition; purified bovine MsrA, absorbance read-out; hit rate 0.75% among 360,000; inhibition, % at 15.5 µM; AID 651718; in the data active = inhibition above about 4.5%;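 also: 0% = vehicle wells with enzyme and 100% = reference inhibitor wells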
FAS TE block = FAS thioesterase (human) inhibition | inhibition, % at 15 µM | P49327 | recombinant FAS-TE, OMFH fluorogenic substrate, fluorescence endpoint | hit rate 0.67% among 360,000;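 active = compounds whose normalised, plate-corrected inhibition of enzyme fluorescence in the single-dose primary screen is 50% or more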;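 also: 0% = DMSO with enzyme and 100% = substrate without enzyme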
MsrA act = bovine methionine sulfoxide reductase A activation | purified bovine MsrA, absorbance read-out | activation, % at 10.6 µM | hit rate 0.3% among 360,000 | AID 602163; in the data active = activation above about 7.5%;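 also: 0% = vehicle and 100% = reference activator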
Neddylation inh = inhibitors of human cullin neddylation | P61081+Q13564 | TR-FRET cullin neddylation, biochemical | calls only at 25 µM | hit rate 0.58% among 360,000 | AID 651699; in the data active = inhibition above about 36%
Rin1-Abl PPI inh = human Rin1-Abl interaction inhibition; hit rate 0.4% among 360,000; inhibition, % at 7.35 µM; TR-FRET Rin1/Abl binding, biochemical; P00519+Q13671; AID 588664; in the data active = inhibition above about 5%, passing the limit was not always enough
* = called active by the depositor; i = inactive; . = not tested or not shown; + = active, no number. No enrichment for hits; any-hit rate near 4%.

SMILES	TbMetRS inhib	CSN deneddyl inh	MLLE-PAM2 inh	eLon inh	MsrA inhibitor	FAS TE block	MsrA act	Neddylation inh	Rin1-Abl PPI inh
CCCc1cc(=O)oc2cc(C)cc(OC(=O)c3ccco3)c12	-0.3	4	-6	8	-0.4	13	-3	i	-5
O=C(COC(=O)c1ccc(F)cc1)NCCc1ccc(F)cc1	0.1	2	-3	-10	-0.5	-2	-1	i	-4
CCCc1cc(=O)n2[nH]c(C)c(-c3ccc(Cl)cc3)c2n1	-0.6	1	-8	-6	0.0	7	-4	.	0
Cc1[nH]c2ccccc2c1SCC(=O)N1CCC(C)CC1	0.2	1	18	-3	-1.4	0	-2	i	3
CC(NC(=O)c1ccccc1[N+](=O)[O-])C1CC2CCC1C2 (stereo not drawn)	-1.0	-1	-3	7	-0.2	-4	-4	i	1
CCC(c1nnnn1Cc1ccco1)N1CCN(c2cc(Cl)ccc2C)CC1 (stereo not drawn)	0.1	-1	7	-2	0.5	30	-2	i	1
Cc1ccc(NC(=O)COc2ccc3c(c2)OCO3)c(C)c1	-0.4	2	7	-3	1.1	-3	-3	i	1
Nc1cc(=O)[nH]c(SCC(=O)Nc2cc(S(=O)(=O)N3CCOCC3)ccc2Cl)n1	-0.4	8	18	0	-0.1	-4	-2	i	4
COc1ccccc1-c1cc(C(=O)Nc2sc3c(c2C#N)CCC(C)C3)c2ccccc2n1 (stereo not drawn)	-0.3	4	12	8	0.0	42	-4	i	-4
CCOC(=O)c1cc(-c2ccc(OC)cc2)nc2c1c(C)nn2CCC(N)=S	-0.1	3	35*	0	3.8	10	-1	.	-1
O=C(OCc1ccc(F)cc1)c1cccnc1Cl	0.3	3	-4	0	0.0	0	-2	i	1
C[C@@H]1CN([C@H](C)CO)C(=O)CCCn2nncc2CO[C@H]1CN(C)S(=O)(=O)c1ccc(C#N)cc1	0.3	10	17	-5	2.7	-6	-6	i	-4
COC(=O)[C@]12CCCCC=C1N(CCc1ccc(OC)c(OC)c1)C(=O)[C@H](CC(=O)N1CCCCC1)C2	-0.3	-3	.	.	-0.3	.	.	i	.
Cc1ccc(OCCn2cnc(Cl)c2Cl)cc1	-0.3	-3	11	4	1.0	3	-1	i	-1
O=S(=O)(Nc1ncccc1O)c1ccc(Cl)cc1	0.0	1	-2	-6	-0.6	-6	-1	i	4
CCn1nc(C)c(Br)c1-c1nc(-c2cccc(C)c2)no1	-0.6	1	4	-3	1.0	15	-3	i	-2
C#CCn1c(=NC(=O)c2ccc(Br)s2)sc2cc(NC(C)=O)ccc21	-0.5	-5	6	-1	1.7	-1	-1	i	-3
COc1ccc(-n2c(SCC(=O)Nc3ccc(Cl)cc3)nc(O)c(Cc3ccccc3)c2=O)cc1	47*	4	28	1	-0.6	7	-6	i	0
Clc1ccccc1Cc1noc(CN2CCN(c3cnccn3)CC2)n1	-1.3	-6	-5	-7	1.8	-1	-7	i	1
O=C(NCc1ccccc1F)c1ccc2c(c1)OCO2	-0.2	2	-6	1	-0.9	-3	-10	i	2
O=[N+]([O-])c1ccc(CSc2nc3ccccc3[nH]2)cc1	2.0	-9	-74	1	-0.2	18	-3	i	-1
CC(C)OC(=O)Cn1cnc2ccc(Br)cc2c1=O	-0.4	1	-17	-11	0.3	-2	-7	i	2
CN(CC(=O)Nc1ccccc1Cl)C(=O)c1cccc(S(=O)(=O)N2CCN(c3ccccc3)CC2)c1	-0.1	7	8	4	-0.9	22	0	i	1
Nc1[nH]c(C(=O)c2ccccc2)c(-c2ccccc2C(F)(F)F)c1C(=O)NCc1ccc(F)cc1	-0.5	1	.	-6	0.9	-7	0	i	.

Three compounds already listed, ordered by heavy-atom count, lowest first:
SMILES	TbMetRS inhib	CSN deneddyl inh	MLLE-PAM2 inh	eLon inh	MsrA inhibitor	FAS TE block	MsrA act	Neddylation inh	Rin1-Abl PPI inh
C#CCn1c(=NC(=O)c2ccc(Br)s2)sc2cc(NC(C)=O)ccc21	-0.5	-5	6	-1	1.7	-1	-1	i	-3
Clc1ccccc1Cc1noc(CN2CCN(c3cnccn3)CC2)n1	-1.3	-6	-5	-7	1.8	-1	-7	i	1
CN(CC(=O)Nc1ccccc1Cl)C(=O)c1cccc(S(=O)(=O)N2CCN(c3ccccc3)CC2)c1	-0.1	7	8	4	-0.9	22	0	i	1

The listing continues.
SMILES	TbMetRS inhib	CSN deneddyl inh	MLLE-PAM2 inh	eLon inh	MsrA inhibitor	FAS TE block	MsrA act	Neddylation inh	Rin1-Abl PPI inh
COc1ccc(NC(=S)NCCN2CCOCC2)cc1	-0.1	1	-15	0	0.6	-1	7	i	0
O=C(NCCc1ccc(Cl)cc1)C1CC(=O)N(C2CCCC2)C1 (stereo not drawn)	0.2	-2	-7	-1	0.9	-1	-3	i	15*
CCCn1c(C)cc(C(=O)COC(=O)c2c(C)nn(-c3ccccc3)c2C)c1C	-0.6	-2	5	-1	-0.1	17	-11	i	0
CCOC(=O)C1CCN(C(=O)C2CCN(c3ncnc4c3nc3n4CCCCC3)CC2)CC1	0.0	5	-16	4	0.0	0	-7	i	2
C/C(=N\OCC(=O)Nc1nc2ccccc2s1)c1ccccc1	0.5	-3	-9	-18	0.6	-2	-3	i	0
COc1ccc(NC(=O)Nc2cccc(NC(C)=O)c2)c(OC)c1	-0.2	-1	9	-2	0.3	3	-4	i	3
O=C(CN(C(=O)CNS(=O)(=O)c1ccc(F)cc1)c1cccc(F)c1)NCC1CCCO1 (stereo not drawn)	0.2	1	-5	-10	0.0	-6	-2	i	-4
CC(=O)c1ccc(NCC(=O)N2CCN(c3ccccc3)CC2)cc1	-0.4	6	-79	0	3.3	-9	-6	i	-2
CN(C)c1ccc2c(O)cc(=O)n(C)c2c1	-0.4	-2	9	-4	0.7	-11	-2	i	-1
Cc1cc(C)n2nc(CNS(=O)(=O)c3ccc([N+](=O)[O-])cc3)nc2n1	-0.2	2	-5	-7	-0.6	1	-3	i	3
O=C(NNS(=O)(=O)c1ccccc1[N+](=O)[O-])c1ccc(F)cc1	-0.9	-6	-19	3	0.9	25	-2	i	-1
CN(C(=O)c1cccc(NC(=O)Cc2ccc(NC(=O)C3CCCN(C(=O)c4ccccc4)C3)cc2)c1)C1CCCC1 (stereo not drawn)	0.0	2	-6	-5	0.0	-9	-8	i	-4
Cc1nc(NCCCO)c(C#N)c2c1COC(C)(C)C2	-0.5	-1	6	-3	1.4	-7	-2	.	0
CCN(CC)c1ccc(CN2CCCCCC2)cc1	-0.5	-5	9	-3	-0.9	-12	-2	i	3
COc1ccc(C(O)c2ncc(-c3ccccc3C)[nH]2)cc1 (stereo not drawn)	0.7	-3	-2	-10	0.0	-2	0	i	1
Cc1c(O)ccc(C(=O)CN2CCN(c3ccccc3)CC2)c1O	0.7	4	0	4	2.1	-3	0	i	-1
CCOc1ccc(CN2C(=O)c3ccccc3Sc3ccc(C(=O)NCCCN4CCOCC4)cc32)cc1	-0.9	-1	-2	12	0.6	45	-7	i	1
CC1(C)CSC(=S)N1S(=O)(=O)c1ccccc1	-0.4	-3	8	-4	0.5	2	0	i	0
Nc1scn[n+]1Cc1cccc2cccnc12	-0.4	-2	9	-11	-0.7	-118	-2	i	-5
COc1ccc(Cl)cc1-c1cc(C(=O)Nc2ccc(F)cc2)[nH]n1	-0.2	4	-6	0	-0.9	2	-2	i	0
CC1Cc2cc(/C(O)=C3\C(=O)C(=O)N(Cc4ccncc4)C3c3ccccc3F)ccc2O1 (stereo not drawn)	-0.4	-3	25	-5	1.4	-6	7	i	-6
CC1CCCC(NC(=O)c2cccc(S(=O)(=O)NCc3ccccc3)c2)C1C (stereo not drawn)	-0.2	-8	-10	-1	-1.5	14	1	i	2
Cc1nc2ccccc2n1CC(=O)NN	0.0	4	18	-2	-0.4	-2	-2	i	-7
Cc1ccc(C(=O)Nc2ncc(Cc3ccc(SC(F)F)cc3)s2)cc1	0.0	-3	-8	-2	0.7	1	-5	i	2
COc1cc(/C=N/NC(=O)c2cc(-c3ccccc3Cl)nc3ccccc23)cc(OC)c1O	-0.6	-1	-3	10	2.3	12	-4	i	0
CCCCCCc1c(C)c2ccc(OCC(=O)N3CCC[C@H]3C(=O)O)c(C)c2oc1=O	0.7	5	1	-3	1.0	-27	-3	+	-3
CCOC(=O)c1cn(Cc2c(C)c(C)c(C)c(C)c2C)nn1	-1.1	6	9	-10	0.3	2	-4	i	3
Cc1c(C(=O)N2CCOCC2)c(S(=O)(=O)Nc2cccc(F)c2)c(C)n1C	0.4	-5	7	-19	0.1	-7	-2	i	3
COCCn1c(SCC(=O)Nc2ccc(OC)cc2OC)nc2ccccc2c1=O	-0.3	2	-5	-7	-0.1	6	-2	i	0
COc1ccccc1N(CC(O)CN1CCCCC1)S(=O)(=O)c1ccc(C)cc1 (stereo not drawn)	-1.4	4	-9	8	0.9	-2	-1	i	3
CC(NC1c2ccccc2-c2ccccc21)c1ccccc1 (stereo not drawn)	-0.3	1	9	0	0.5	19	0	i	-2
COc1ccc(CN(C(=O)c2snc(C(N)=O)c2N)C(C(=O)NC2CCCC2)c2cc(OC)ccc2OC)cc1 (stereo not drawn)	-0.3	-3	-8	0	0.5	14	-2	i	-2
O=C(CN1C(=O)NC(c2ccccc2)(c2ccccc2)C1=O)NCc1ccc(F)cc1	-0.2	1	-13	-10	-1.3	24	3	i	2
COCCn1c(C)cc(C(=O)COC(=O)C23CC4CC(CC(O)(C4)C2)C3)c1C	-0.6	0	-15	4	0.3	-6	1	i	-1
CCOc1ccc2c(c1)c1nnc(SCC(=O)N3CCC(C)CC3)nc1n2C	0.5	0	7	-4	0.9	2	1	i	5
CCC/C=C1/CCCOC(C(=O)NCc2ccc(S(C)(=O)=O)cc2)(C(F)(F)F)C1 (stereo not drawn)	-0.3	-5	8	-14	-0.2	0	0	i	4

Filtered by structure, those above with an aryl thioether with sulfur outside any ring
SMILES	TbMetRS inhib	CSN deneddyl inh	MLLE-PAM2 inh	eLon inh	MsrA inhibitor	FAS TE block	MsrA act	Neddylation inh	Rin1-Abl PPI inh
Cc1[nH]c2ccccc2c1SCC(=O)N1CCC(C)CC1	0.2	1	18	-3	-1.4	0	-2	i	3
Nc1cc(=O)[nH]c(SCC(=O)Nc2cc(S(=O)(=O)N3CCOCC3)ccc2Cl)n1	-0.4	8	18	0	-0.1	-4	-2	i	4
COc1ccc(-n2c(SCC(=O)Nc3ccc(Cl)cc3)nc(O)c(Cc3ccccc3)c2=O)cc1	47*	4	28	1	-0.6	7	-6	i	0
O=[N+]([O-])c1ccc(CSc2nc3ccccc3[nH]2)cc1	2.0	-9	-74	1	-0.2	18	-3	i	-1
Cc1ccc(C(=O)Nc2ncc(Cc3ccc(SC(F)F)cc3)s2)cc1	0.0	-3	-8	-2	0.7	1	-5	i	2
COCCn1c(SCC(=O)Nc2ccc(OC)cc2OC)nc2ccccc2c1=O	-0.3	2	-5	-7	-0.1	6	-2	i	0
CCOc1ccc2c(c1)c1nnc(SCC(=O)N3CCC(C)CC3)nc1n2C	0.5	0	7	-4	0.9	2	1	i	5
